# FBPA coupling cs: counter-screen for Giardia aldolase inhibitors: coupling enzyme system | coupling enzyme system counterscreen, AmpLite Red fluorescence | activity change, negative = inhibition, % at 58.2 µM, hits read low | 290,000 tested, 0.67% active; in the data active = activity change below about -30%; note: % is set by controls: 0 for no effect and ±100 for the full control effect
#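 Compounds tested against the coupling enzymes alone at 57.5 uM final; readout was AmpLite Red fluorescence (525/598 nm) after 20 min at RT.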
# hERG WT inh: inhibitors of human wildtype KCNH2 potassium channel; U2OS, BacMam KCNH2, thallium flux FluxOr; hits give low values; activity change, % at 1.84 µM; AID 720551; 340,000 tested, 0.37% active;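 active = maximum activity change below -70%; inconclusive = maximum activity change between -70% and -50%; inactive = maximum activity change above -50%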; note: % is set by controls: 0 for no effect and ±100 for the full control effect
#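 U2OS cells transduced with wild-type KCNH2 virus are loaded with FluxOr dye for 45 min, and thallium flux is measured in kinetic reads before and after stimulation buffer. Rate constants are normalized to DMSO controls.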
# TRPV1 agonist: agonists of human vanilloid receptor 1 (TRPV1). 320,000 tested, 0.19% active. activation, % at 8.33 µM. AID 540275. Q8NER1. TRPV1-expressing cells, Fluo-8 calcium influx, agonist mode; in the data active = activation above about 80%; inconclusive = between about 30% and that limit; note: 0% is about no effect
#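 TRPV1-expressing cells were cultured overnight at 35.5C and loaded with Fluo-8 calcium dye for 40 to 90 min at room temperature. After a 10 s baseline, compound was added and calcium influx was read kinetically for 3 min (ex 480/em 520 nm).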
# GALK inh: galactokinase (human) inhibition. P51570. Purified GALK, Kinase-Glo residual ATP luminescence. Potency, µM (highest dose often 57.5 µM), inactives show at the top dose activity change, negative = inhibition, usual class: inhibitors. 270,000 tested, 0.007% active. AID 1868; note: potency is the fitted concentration of half-maximal effect; % is set by controls: 0 for no effect and ±100 for the full control effect
#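 Human GALK (5 nM) with 35 uM ATP and 100 uM galactose in 20 mM HEPES pH 8.0, 5 mM MgCl2, 60 mM NaCl, 1 mM DTT, 0.01% BSA. After 1 h at room temperature, leftover ATP was read by Kinase-Glo Plus luminescence.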
# Integrin act MD: activators of alpha7 integrin expression for muscular dystrophy; alpha7betagal myoblasts, beta-gal FDG fluorescence, 48 h; Potency, µM (titrated, usually from 38.3 µM), inactives show top-dose activation, most hits filed as activators; 350,000 tested, 0.064% active; AID 624291;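 note: potency is the fitted concentration of half-maximal effect; 100% = response of the positive control SU9516; nearly all actives have a fitted effect of over 60% in size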
#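 alpha7betagal+/- myoblasts (passage 13, 250/well) treated 48 h at 37C with compounds at 1:260 dilution of DMSO stock. Lysed, then beta-galactosidase activity read as FDG fluorescence (ex 480/em 540) after 30 min, with pre-read for autofluorescence.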
# MBNL1-CUG inh: inhibitors of human MBNL1 binding to CUG repeat RNA; Q9NR56; TR-FRET MBNL1-His/biotin-(CUG)12 binding, 665/545 ratio; AID 2675; 280,000 tested, 0.036% active; Potency, µM (titrated, usually from 57.5 µM), for inactives: top-dose activity change, negative = inhibition, most hits filed as inhibitors; active = well fitted inhibition curve with a large enough effect in the signal ratio, with a control signal flat, not every such curve was filed as active; inconclusive = small, poorly fitted or top-dose-only effect, or effect the other way, or a change in a side signal; inactive = no such curve, though single readings can be large or run the other way; the % refers to the signal ratio; note: potency is the fitted concentration of half-maximal effect; % is set by controls: 0 for no effect and ±100 for the full control effect
# Target sequence (Q9NR56 whole entry, looked up): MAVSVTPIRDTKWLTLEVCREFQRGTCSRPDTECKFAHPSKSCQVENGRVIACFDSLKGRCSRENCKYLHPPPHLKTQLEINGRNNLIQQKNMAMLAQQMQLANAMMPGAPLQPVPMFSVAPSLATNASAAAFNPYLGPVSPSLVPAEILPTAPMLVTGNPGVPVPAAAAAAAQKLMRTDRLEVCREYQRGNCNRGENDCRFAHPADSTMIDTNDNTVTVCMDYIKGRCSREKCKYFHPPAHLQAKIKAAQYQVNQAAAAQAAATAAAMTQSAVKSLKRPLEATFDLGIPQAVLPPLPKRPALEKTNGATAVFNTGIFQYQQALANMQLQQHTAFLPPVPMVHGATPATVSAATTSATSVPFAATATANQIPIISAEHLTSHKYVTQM
#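 TR-FRET between His-tagged MBNL1 and biotin-(CUG)12 RNA, detected with Tb anti-His antibody (0.055 ng/ul) and streptavidin-XL665 (5 nM), 60 min at room temperature. Compounds titrated 92 nM to 58 uM; 665/545 nm ratio normalized to buffer and complex controls.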
# ASM inhibitor: inhibitors of human secretory acid sphingomyelinase | P17405 | placental ASM, HMU-PC fluorogenic substrate, 60 min | Potency, µM (titrated, usually from 57.5 µM), inactives show at the top dose activity change, negative = inhibition, usual class: inhibitors | 340,000 tested, 0.006% active; note: potency is the fitted concentration of half-maximal effect
# Target sequence (P17405 47-631 limits assumed): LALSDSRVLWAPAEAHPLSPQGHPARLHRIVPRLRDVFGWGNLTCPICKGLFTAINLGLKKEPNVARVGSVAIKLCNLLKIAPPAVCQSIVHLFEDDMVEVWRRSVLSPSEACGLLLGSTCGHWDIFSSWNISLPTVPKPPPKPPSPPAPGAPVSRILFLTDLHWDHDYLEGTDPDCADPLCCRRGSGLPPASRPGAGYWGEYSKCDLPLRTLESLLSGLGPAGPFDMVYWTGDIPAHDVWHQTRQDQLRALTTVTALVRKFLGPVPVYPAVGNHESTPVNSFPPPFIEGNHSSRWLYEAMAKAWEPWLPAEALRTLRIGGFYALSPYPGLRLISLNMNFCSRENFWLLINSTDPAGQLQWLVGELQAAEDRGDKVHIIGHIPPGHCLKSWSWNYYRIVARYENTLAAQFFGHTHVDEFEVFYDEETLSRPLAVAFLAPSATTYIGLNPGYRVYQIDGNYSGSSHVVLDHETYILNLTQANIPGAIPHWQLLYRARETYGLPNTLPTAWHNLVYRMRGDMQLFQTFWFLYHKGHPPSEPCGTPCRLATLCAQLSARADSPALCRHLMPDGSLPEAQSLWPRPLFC
#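 Human placenta-derived ASM enzyme was preincubated with compound for 10 minutes at room temperature, then given fluorogenic substrate HMU-PC0 (9 uM final) for 60 minutes at 37 °C; a pH 10 stop preceded fluorescence reading at Ex 386/Em 447 nm.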
# A-T KAP1 phos: potential ataxia-telangiectasia treatments restoring KAP-1 phosphorylation | […] A-T fibroblasts, KAP-1 phosphorylation AlphaLISA; neocarzinostatin DNA damage 30 min before lysis | 320,000 tested, 0.19% active | Potency, µM (doses to about 57.5 µM), inactives show at the highest dose activation, hits mostly activators; note: potency is the fitted concentration of half-maximal effect; % of control where 0% means no effect; nearly all actives have a fitted effect of over 45% in size
#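 hTERT-immortalized A-T patient fibroblasts ([…]), 500 cells/well in OPTI-MEM, 1% FBS, got compounds for 60 min, then NCS for 30 min at 37C. Lysates were then assayed for phospho-KAP-1 by AlphaLISA (anti-pKAP1 donor, anti-KAP1 acceptor beads), 6 hr at 25C.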
# KCNH2 3.1 inh: KCNH2 3.1 (human) potassium channel inhibition | U2OS KCNH2 3.1, thallium flux FluxOr; hits give low values | activity change, % (tested at about 1.8 µM) | 340,000 tested, 0.95% active;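 active = maximum activity change below -70%; inconclusive = maximum activity change from -70% to -50%; inactive = maximum activity change above -50%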;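 note: thallium influx rate constant from kinetic fluorescence after stimulation buffer; % is set by controls: 0 for no effect and ±100 for the full control effect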
#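 Steps: virus added to U2OS suspension (4 h, RT, dark); medium with 10% FBS added, cells plated, 37 C overnight; FluxOr/Red40 loading buffer 45 min RT; stimulation buffer, 2 min kinetic read; rate constant normalized.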
# CXXC DNA block: inhibitors of human MLL CXXC domain-DNA interaction; Q03164; MLL-CXXC / FITC-HOXA9 DNA fluorescence polarization; Potency, µM (doses to about 115 µM), for the others: at the highest dose activity change, negative = inhibition, actives largely listed as inhibitors; 290,000 tested, 0.037% active; active = well fitted inhibition curve with a large enough effect in the polarisation, with a control signal flat, not every such curve was filed as active; inconclusive = small, poorly fitted or top-dose-only effect, or effect the other way, or a change in a side signal; inactive = no such curve, though single readings can be large or run the other way; the % refers to the polarisation; note: potency is the fitted concentration of half-maximal effect
#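 Fluorescence polarization: 7 uM MLL-CXXC (stock) preincubated 5 min with compounds, then 50 nM fluorescein-HOX-A9 DNA (stock) added; 30 min ambient. Buffer 50 mM Tris-HCl pH 7.5, 50 mM NaCl, 1 mM DTT, 0.05% BSA.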
# * hit, by the source's call; ? = inconclusive; . = no result given; [ ] = remark or other dose. Unless noted, calls come from the whole dose curve; as a rule, active = well fitted curve in the direction sought with a large enough effect; inconclusive = small, poorly fitted or top-dose-only effect, or another doubt; inactive = no such curve, though single readings can be large; an effect the other way counts as inactive or inconclusive.
SMILES,FBPA coupling cs,hERG WT inh,TRPV1 agonist,GALK inh,Integrin act MD,MBNL1-CUG inh,ASM inhibitor,A-T KAP1 phos,KCNH2 3.1 inh,CXXC DNA block
Clc1ccccc1-c1nnc2sc(-c3ccc(Br)o3)nn12,4,-8,29,-1%,14%,?,-2%,-4%,3,29%
CCOc1ccc(NC(=O)c2ccc3c(c2)C(=O)N(Cc2ccncc2)C3=O)cc1,.,0,2,.,18%,.,-2%,-13%,-21,.
O=C(CN1CCC(NC(=O)c2cccc(F)c2)CC1)NCc1ccccc1F,2,5,11,-1%,-12%,-3%,1%,4%,0,-5%
CC(OC(=O)c1cccc(-n2cnnn2)c1)C(=O)Nc1ccccc1F (stereo not given),.,1,-2,.,14%,.,-2%,-5%,-12,.
O=C(COc1ccc(Br)cc1)NNC(=O)c1ccc(-n2cncn2)c([N+](=O)[O-])c1,.,1,1,.,4%,.,0%,-3%,12,.
CC(=O)c1c(C)[nH]c(C(=O)COc2ccc3c(C)cc(=O)oc3c2)c1C,.,4,-3,.,?,.,23%,-1%,11,.
CCOc1ccc(C(=O)N/N=C/c2ccc(SC)cc2)cc1,4,-1,1,0%,30%,.,4%,2%,1,-4%
CCN(CC)C(=O)CS(=O)(=O)CC(=O)Nc1cc(OCCOC)c(Cl)cc1Cl,0,17,-2,0%,-20%,1%,2%,1%,-6,-13%
CC1(C)C(CC2OCC(CN3CCCCC3)O2)[C@H]2CC[C@@H]1C2 (stereo not given in full),4,1,-2,5%,2%,-12%,4%,-4%,7,-13%
CC(=O)c1ccc(-c2c(C)cc3oc(=O)cc(-c4ccccc4)c3c2C)cc1,5,-7,.,.,-5%,.,-1%,14%,.,.
Nc1ccc(-c2nc3c(Cl)cc(N)cc3[nH]2)cc1,-6,-8,1,-1%,9%,20%,101%[activator],-3%,-2,2%
O=C(COC(=O)Cc1ccc(F)cc1)NC1CCS(=O)(=O)C1 (stereo not given),.,-1,1,.,9%,.,0%,4%,3,.
NC(=O)c1ccccc1NS(=O)(=O)c1cccs1,0,-2,1,-3%,-1%,-15%,-2%,1%,8,10%
COc1ccccc1NC(=S)N(CCCN(C)C)Cc1cc2cc3c(cc2[nH]c1=O)OCO3,-1,-2,0,12%,-11%,1%,29%,.,8,12%
Cc1ccc(C)c(NC(=O)c2cc(-c3cc(C)ccc3O)n[nH]2)c1,0,-1,0,3%,-16%,1%,7%,9%,-34,3%
CC[C@@H](C(=O)[C@@H](C)[C@@H](O)[C@H](C)CCc1ccc(C)c(O)c1C(=O)O)[C@H]1O[C@](CC)([C@H]2CC[C@](O)(CC)[C@H](C)O2)C[C@@H]1C,2,0,28,.,.,1%,8%,8%,24,2%
CCc1noc(C)c1C(=O)Nc1ncc(C)s1,1,8,2,-3%,11%,0%,1%,-4%,-3,3%
COc1ccc(NC(=S)N2CCC(C(=O)c3ccc(Cl)cc3)CC2)cc1,.,-37,.,.,?,.,3%,.,16,.
COc1ccc(NC2=Nc3ccccc3N[C@@]23C[C@H]2CCCC(=O)N4CC[C@@H](C3)[C@@H]24)cc1,.,0,.,.,30%,.,3%,.,15,.
CCN1CCN(Cc2cc(=O)oc3ccc(C)cc23)CC1,2,1,-4,0%,6%,2%,3%,-2%,9,2%
COc1ccc(NS(=O)(=O)c2cccc(C(=O)NN=Cc3cc(Br)c(O)c(Br)c3)c2)cc1,.,0,.,.,0%,.,0%,-4%,-3,.
CC(C)OC(=O)CC1C(=O)NCCN1C(=S)NC(=O)c1ccccc1Cl (stereo not given),5,9,-3,6%,10%,-6%,1%,-3%,.,3%
Cc1ccc(-c2noc(CN3CCOCC3)n2)cc1,.,-12,1,-2%,2%,13%,-2%,-8%,-3,-4%
O=C(O)c1cc(Cl)c(Cl)cc1C(=O)Nc1cccc2cccnc12,-20,-10,0,-1%,-6%,?,6%,4%,9,1%
N#C/C(C(=O)NCc1ccco1)=C1/SC=C(c2ccccc2)N1c1ccccc1,0,-2,4,.,-19%,158%[activator][11.5 µM],4%,2%,1,1%
Cc1nnsc1C(=O)N1CCN(c2ccc(F)cc2)CC1,3,2,-2,5%,-16%,-4%,0%,-18%,3,-2%
S=P(N1CC1)(N1CC1)N1CC1,1,-7,3,.,.,.,-3%,34%,-6,3%
O=C(CN1CCC(Cc2ccccc2)CC1)Nc1ccc2c(c1)OCCO2,2,6,?,-2%,-6%,-15%,1%,.,9,-11%
Cc1c(/C=C2\SC(=O)N(CC(=O)Nc3ccc4c(c3)OCO4)C2=O)c2ccccc2n1C,0,-4,-1,.,1%,18%,-7%,-1%,11,24%
O=C(OCCN1C(=O)c2cccc3c(N4CCOCC4)ccc(c23)C1=O)c1ccccc1Cl,2,-32,?,1%,3%,.,-10%,19%,-14,?
CC1C=CCC2C(=O)N(c3ccc(OC(=O)c4cccs4)cc3)C(=O)C12 (stereo not given),0,4,7,1%,-34%,-3%,-1%,0%,-15,275%[activator]
O=C(CSc1nnc(-c2ccccc2NC(=O)c2ccccc2)o1)OC1CCCCC1,.,1,.,.,0%,.,2%,.,-1,.
CC(C)c1cc(C(=O)NC2CCCCC2)no1,-3,-6,7,-1%,-13%,4%,0%,.,19,-9%
Cc1cccc(-n2cc(CN(C)Cc3nccn3C)c(-c3cccc(F)c3)n2)c1,1,.,29,5%,-18%,5%,-6%,9%,-15,1%
C[C@H]1COC(=O)[C@@H](CC(=O)OC(C)(C)C)C/C=C\C[C@@H](CC(=O)N[C@H](CO)Cc2ccccc2)C(=O)N1,.,-15,.,.,-5%,.,-2%,-1%,-6,.
Cc1ccc(C(C(=O)NCc2ccco2)N(Cc2ccco2)C(=O)CNC(=O)c2ccco2)cc1 (stereo not given),2,5,17,-1%,1%,-5%,-1%,1%,-4,15%
Cc1ccc(S(=O)(=O)N2CCCC2C(=O)NC2CCCCC2)cc1 (stereo not given),0,-4,2,-3%,6%,-8%,-1%,16%,-3,6%
CCCCN1C(=O)C(=O)N(CC(=O)Nc2sc(C)c(CC)c2C(=O)OCC)C1=O,.,1,12,.,4%,.,-6%,13%,-8,.
O=C(Oc1ccccc1C(=O)N1CCOCC1)c1ccc(Br)cc1,2,4,-2,-2%,5%,-3%,2%,0%,1,33%[activator]
CCC1(C)N([O-])C(C)=C(c2ccccc2)[N+]1=O (stereo not given),0,-2,9,0%,-5%,5%,-1%,-5%,-1,-8%
N=c1sccn1CC(=O)Nc1cccc(Oc2ccccc2)c1,-1,1,6,-2%,-47%[inhibitor],-4%,-4%,-5%,-22,10%
COc1ccc(N2C(=O)[C@@H]3[C@H](C2=O)[C@H]2c4ccccc4C=CN2[C@@H]3C(=O)Nc2ccccc2)cc1,-27,3,-1,-1%,40%,-3%,-7%,5%,4,?
COc1ccc(C(=O)Nc2ccccc2C(=O)NCc2ccco2)cc1OC,0,14,19,3%,19%[7.66 µM],0%,2%,10%,-7,17%
O=C1CSC(c2ccc(Cl)cc2)N1C1CCCCC1 (stereo not given),3,4,-4,-3%,32%,5%,2%,.,4,8%
CCOc1cc(C(=O)N(C)CC(=O)Nc2cccc3ccccc23)ccc1OC,.,0,-7,.,-40%,.,1%,-2%,6,.
CCOc1ccc(N(C)C(=O)CCc2nnc3ccc(N4CCCC4)nn23)cc1,.,2,5,-5%,?,4%,2%,13%,-39,2%
Cc1cn(C2CC3OCC3O2)c(=O)[nH]c1=O (stereo not given),1,4,-2,-1%,-8%,-4%,4%,-17%,-4,-1%
COc1ccc(C(=O)Nc2ccc([N+](=O)[O-])cn2)c(OC)c1,0,7,-2,0%,18%,13%,4%,-1%,-1,?
CCN(CC(=O)NC(C)C)Cc1nc2c(Br)cc(Br)cc2c(=O)[nH]1,1,-1,6,.,5%,13%,-3%,1%,-7,4%
CC(=O)c1ccc(Nc2nc(C)nc3c2oc2ccccc23)cc1,1,.,?,7%,.,24%,.,-2%,.,1%
CCN(CC(=O)Nc1ccc(OC)cc1)C(=O)c1cc(S(=O)(=O)N2CCOCC2)ccc1N1CCCC1,.,-1,3,.,4%,.,.,-2%,-3,.
O=C(COC(=O)Cc1c(F)cccc1Cl)NCCC1=CCCCC1,-1,-4,28,-2%,-5%,-4%,1%,15%,-3,3%
Cn1c(N)c(C(=O)COC(=O)c2ccc3ccccc3c2)c(=O)n(C)c1=O,.,-1,.,.,5%,.,-17%,-5%,-15,.
Cc1nc(S(=O)(=O)Cc2ccc(Cl)cc2)nc2c1CCC2,7,1,12,-2%,-14%,-4%,4%,5%,7,-18%
CC(C)Sc1snnc1-c1ccccc1,1,12,6,1%,?,.,0%,5%,-1,1%

# Source: PubChem BioAssay (National Center for Advancing Translational Sciences (NCATS))

# Outcome played no part in choosing rows; overall some 2% were active at least once.
